Assay outcomes: PubChem BioAssay, Broad Institute
EWS-Fli block = EWS/Fli transcriptional activity inhibition; A673 NR0B1-luciferase reporter, viability-normalised; inhibition, % at 12.6 µM; 350,000 compounds, 0.67% hits;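 active means mean inhibition of at least 50% after viability correction, with every replicate also passing that limit; inconclusive means mean reaches 50% but only one of two replicates passes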;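 further: firefly luciferase signal divided by Alamar Blue viability fluorescence both relative to DMSO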
INS-1E GSIS act = GLuc luminescence reporter in INS-1E cells, primary screen for activators of glucose-dependent secretion of insulin; INS-1E GLuc reporter insulin secretion, 2-3 h; activation, % at 16.6 µM; 370,000 compounds, 0.61% hits; AID 743287;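 active means lowest replicate activation of at least 40%, so every replicate reaches that level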;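 further: 0% = median of neutral control wells and 100% = median of IBMX positive control wells; some compounds called inactive have numbers as strong as hits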
FN deposit inh = fibronectin deposition inhibition; AID 743247; inhibition, % at 12.6 µM; AH1F fibroblasts, Alexa488-fibronectin deposition fluorescence, overnight; 350,000 compounds, 0.086% hits;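 active means mean inhibition across replicates of 30% or more, regardless of how many single replicates reach that level; inconclusive means mean under 30% yet at least half of replicates reach 30%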;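 further: positive control wells lacked labelled fibronectin entirely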
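Assay system: AH1F fibroblast monolayer, labelled fibronectin deposition. Amount: 10000 cells per well. Also added: labelled fibronectin 24 nM. Compound: single-point pinned compound. Incubation: cell attachment 1 h, compound and FN exposure overnight. Detection: fluorescence after three HBSS washes, excitation 485 nm, emission 525 nm. Read-out: inhibition of fibronectin deposition signal.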
PAX8 reporter = lowers PAX8-driven luciferase in RMG-I cells; RMG-I TPO-luciferase reporter, SteadyGlo, 24 h; inhibition, % at 12.6 µM; 360,000 compounds, 1.2% hits; AID 652154;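 active means mean replicate inhibition at least 60% with every replicate also reaching 60%; inconclusive means only one of the two criteria is met; inactive means mean below 60% and not all replicates reaching 60%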;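 further: luciferase light reporting Pax8 driven TPO promoter activity; plate controls were median of neutral control wells for no effect and mitoxantrone controls for full effect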
CFTR F508del cor = correctors of CFTR F508del function in bronchial epithelial cells; 350,000 compounds, 0.36% hits; activity (quench increase), % at 7.58 µM; CFBE cells, YFP halide quenching; stimulated with forskolin plus potentiator P3; % fluorescence drop versus neutral controls; AID 720511;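 active means mean added fluorescence quench of at least 8% versus neutral control, with both replicates also reaching 8%; inconclusive means only one of the mean or replicate conditions met; inactive means mean below 8% and not both replicates reaching 8%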;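 further: cells transiently co-express mutant CFTR-F508del with the halide-sensitive YFP; corrector assay measuring rescue of mutant channel to the surface after 24 h compound exposure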
DENV2 CPE rescue = protects cells from dengue virus 2 cytopathic effect; CPE inhibition, % at 9.99 µM; 350,000 compounds, 1.7% hits; DENV2-infected cells, cytopathic effect rescue, plate reader; in the data active means CPE inhibition above about 20%, passing the limit was not always enough; inconclusive means no clear call, values can overlap the other calls; tested in BHK-21 cells;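 further: 0% = median of neutral control wells and 100% = median of positive control wells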
miR-122 sensor = inhibitors of miR-122 in Huh7 cells. Huh7 miR-122 Renilla luciferase sensor, 48 h; neutral wells = 0, positive control = 100. activation (reporter increase), % at 12.5 µM. 340,000 compounds, 0.3% hits. AID 602342;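 active means mean replicate activation score at least 90 and every replicate individually at or above 90; inconclusive means only one of the two criteria met; inactive means neither criterion met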;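 further: higher luciferase means less miR-122 activity so hits act as miR-122 inhibitors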
Numbers without * were called inactive; u = inconclusive; x = no result given; [ ] = another dose, or the depositor's remark.

SMILES	EWS-Fli block	INS-1E GSIS act	FN deposit inh	PAX8 reporter	CFTR F508del cor	DENV2 CPE rescue	miR-122 sensor
CO[C@H]1CN(C)C(=O)c2cc(C#N)ccc2OC[C@H]2O[C@@H](CC[C@H]2OC)CCN(C)C(=O)[C@@H]1C	-9	18	4	-5	-0.8	1	x
CC(C(=O)O)n1c(-c2ccn[nH]2)n[nH]c1=S (stereo not drawn)	0	17	-12	-1	2.0	6	-2
CC1CCC(NC(=O)CSc2nnc(-c3cccnc3)o2)CC1 (stereo not drawn)	-3	-12	-1	-7	-2.3	10	-2
O=C1CSC(c2cccc(F)c2)N1c1c(F)cccc1F (stereo not drawn)	8	26	-2	-5	-2.8	0	x
CN(C)CCCNC(=O)C[C@H]1CC[C@H]2[C@@H](COC[C@@H](O)CN2CC2CCCC2)O1	-3	-7	-3	0	-0.6	10	2[16.7 µM]
COC(=O)CCC(=O)N(CCN(Cc1ccccc1)C(=O)CCC(=O)OC)Cc1ccccc1	4	x	-12	13	0.2	19	x
CC(C)Cc1cc(C(=O)NCCCN2CCOCC2)no1	5	x	0	4	1.0	-1	5
CC(C)C(=O)NC(NC(=S)NC1CCS(=O)(=O)C1)C(Cl)(Cl)Cl (stereo not drawn)	3	7	x	x	-0.1	1	-6
N#Cc1ccc(-c2ccc([C@H]3[C@H](CO)N4CCCCN(C(=O)Nc5ccc(F)cc5)C[C@@H]34)cc2)cc1	14	-34	x	-7	3.7	49*	-2[16.7 µM]
O=[N+]([O-])c1ccccc1/C=N/N1CCN(c2ccncc2S(=O)(=O)N2CCCCC2)CC1	x	-25	11	9	x	x	0
Nc1[nH]c(C(=O)c2ccccc2)c(-c2ccc(Cl)cc2Cl)c1C(=O)NCCc1c[nH]c2ccccc12	-8	4	-2	34	3.5	-4	x
CSCCC(NC(=O)c1cccc(C)c1)C(=O)O (stereo not drawn)	-7	-9	-1	2	0.7	u	x
NC(=O)Nc1cc(Cl)ccc1Cl	3	-5	-3	1	-0.1	12	x
O=C(O)C[C@@H]1C[C@@H]2c3cc(NC(=O)Nc4ccccc4)ccc3O[C@@H]2[C@H](CO)O1	-5	16	-1	-29	0.6	9	-1[16.7 µM]
CCOc1cc(/C=N/n2c(C)nc3sc(C)c(C)c3c2=O)ccc1O	5	14	x	3	0.0	-3	x
CN(C(=O)Cn1cc(C(F)(F)F)cc(Cl)c1=O)C1CCS(=O)(=O)C1 (stereo not drawn)	-3	-10	x	10	2.4	-10	0
C[C@H]1CCCCO[C@@H](CN(C)S(=O)(=O)c2ccccc2)[C@@H](C)CN([C@@H](C)CO)C(=O)c2cc(NC(=O)c3ccccc3)ccc2O1	7	-17	7	21	0.2	-2	-19[16.7 µM]
COCCN(C(=O)CCc1nnc(Cc2c[nH]c3ccccc23)o1)C(C)C	12	x	0	-4	-1.0	-5	-4
COc1ccc(S(=O)(=O)Nc2ccc3c(c2)C(=O)N([C@H](C)CO)C[C@H](C)[C@@H](CN(C)C(=O)Nc2ccccc2)OCCCC[C@H](C)O3)cc1	1	-3	-6	-12	4.6	7	-3[16.7 µM]
COc1ccc(NC(=O)CSc2ncc(-c3ccc(F)cc3)n2Cc2ccco2)cc1	x	x	-6	14	x	x	-3
CCOc1ccc(NC(=S)Nc2ccccc2C2(C)CC2)cc1	5	6	-1	3	-0.3	9	x
CC(C)c1ccc(/C=C2\NC(=O)NC2=O)cc1	-35	5	-11	-69	-4.1	0	-3
Cc1cc(Cl)c2oc(C(=O)NC(C)c3ccncn3)c(C)c2c1 (stereo not drawn)	-23	1	8	-10	1.4	4	-1
COc1ccc(-c2ccc(C(=O)Nc3cccc(N(C)C)c3)c3occc23)c(C)c1	-140	x	-11	-209	0.2	-2	0
Cc1cccc(NC(=S)N(Cc2cccs2)Cc2cc3cc(C)ccc3[nH]c2=O)c1	-4	7	0	6	x	-2	x

The list goes on; it opens with the 2 that closed the last part.
SMILES	EWS-Fli block	INS-1E GSIS act	FN deposit inh	PAX8 reporter	CFTR F508del cor	DENV2 CPE rescue	miR-122 sensor
COc1ccc(-c2ccc(C(=O)Nc3cccc(N(C)C)c3)c3occc23)c(C)c1	-140	x	-11	-209	0.2	-2	0
Cc1cccc(NC(=S)N(Cc2cccs2)Cc2cc3cc(C)ccc3[nH]c2=O)c1	-4	7	0	6	x	-2	x
Cc1nn(-c2ncc(C(F)(F)F)cc2Cl)c(=O)n1-c1cccc(F)c1	6	6	-1	-5	2.0	4	0
CCOC(=O)COc1ccc(Br)cc1/C=C1\SC(N)=NC1=O	9	-35	-3	15	1.5	37*	54
CC1CCCCC12NC(=O)N(CC(=O)Nc1ccc3c(c1)OCO3)C2=O (stereo not drawn)	-4	6	x	-14	0.7	-12	2
COc1ccccc1NS(=O)(=O)c1ccc(C(=O)N2CCCCCC2)cc1	-2	-17	x	-4	-2.7	-5	x
Cc1cc(C(=O)N2CCN(c3ccc(C(F)(F)F)cn3)CC2)c(C)o1	3	x	-2	11	-5.0	-4	-4
CCCNC(=O)C1(C)CCCN(CC(=O)c2ccccc2OC)C1 (stereo not drawn)	1	x	1	4	-5.3	5	-2
CCOC(=O)Cn1c(=NC(=O)CSC(C)=O)sc2ccccc21	5	x	7	-4	-4.9	1	1
Cc1ccc(C(=O)N/N=C\C=C\c2ccccc2[N+](=O)[O-])cn1	-1	8	x	7	-3.5	-6	x
C/C=C/c1ccc([C@@H]2[C@H]3CN(C(=O)c4ccncc4)CC(=O)N3[C@H]2CO)cc1	13	8	0	x	-2.1	1	x
COc1cc(NC(=O)c2cc(Cl)ccc2Cl)ccc1-c1cc2ccccc2oc1=O	x	3	6	x	x	x	13
O=C(C[C@H]1CC[C@H]2NC[C@H](O)COC[C@@H]2O1)NCCc1ccccc1	-1	22	1	11	-0.3	36*	-3[16.7 µM]
O=C(COc1ccccc1)N1CCCCCCC1	-14	-4	-5	2	4.0	-5	7
O=C(Nc1ccccc1)N1CC(=O)N2[C@H](C1)[C@@H](c1ccc(C#CC3CCCCC3)cc1)[C@@H]2CO	3	-16	-15	x	-0.9	-3	x
Cc1cccc(-c2nc(CCNC(=O)c3ccco3)cs2)c1	-20	x	-6	-44	-1.3	14	-4
Cc1cnc(C(=O)OCC(=O)N=c2sccn2Cc2ccccc2Cl)cn1	x	7	-9	-7	-0.6	19	x
O=C(CCCn1cc([N+](=O)[O-])cn1)N1CCCCC1	-6	1	-2	-1	-0.1	-1	-10
C[C@@H]1CN([C@@H](C)CO)C(=O)Cc2cc(NC(=O)Cn3cnnn3)ccc2O[C@H]1CN(C)C(=O)Nc1ccc(C(F)(F)F)cc1	2	-2	-2	x	-0.2	1	22[16.7 µM]
Cc1ccc(S(=O)(=O)N2CCN(C(=O)CCC(=O)OCC(=O)Nc3cccc(C#N)c3)CC2)cc1	x	x	2	-1	x	x	-2
CSc1oc(-c2ccc(F)cc2)nc1S(=O)(=O)c1ccccc1	x	10	0	x	x	x	-4
CN1Cc2ccccc2CC1CNCc1c(C(=O)N2CCCC2)nc2ccccn12 (stereo not drawn)	x	17	-8	-1	x	x	4
COC(=O)c1ccc(COC(=O)C2CCN(S(=O)(=O)c3c(Cl)cccc3Cl)CC2)o1	2	18	6	-16	-1.5	-4	x
Cc1ccc(-n2nc3c(Cl)nnc(C)c3c2C)cc1	5	15	7	31	-0.8	u	-3
Cc1c(O)c(=O)ccn1Cc1ccccc1	1	-1	-7	22	-0.7	u	6
CCOc1ccc(C(OC(=O)c2ccco2)C(=O)NCc2ccc(C)cc2)cc1 (stereo not drawn)	x	-10	-12	-7	x	x	-1
COc1ccc(S(=O)(=O)N(CC(=O)NCC2CCCO2)C2CCCCC2)cc1OC (stereo not drawn)	-3	0	-12	0	-2.0	-1	5

Molecules from the list above that have a nitro group on carbon:
SMILES	EWS-Fli block	INS-1E GSIS act	FN deposit inh	PAX8 reporter	CFTR F508del cor	DENV2 CPE rescue	miR-122 sensor
O=[N+]([O-])c1ccccc1/C=N/N1CCN(c2ccncc2S(=O)(=O)N2CCCCC2)CC1	x	-25	11	9	x	x	0
Cc1ccc(C(=O)N/N=C\C=C\c2ccccc2[N+](=O)[O-])cn1	-1	8	x	7	-3.5	-6	x
O=C(CCCn1cc([N+](=O)[O-])cn1)N1CCCCC1	-6	1	-2	-1	-0.1	-1	-10

(list continues)
SMILES	EWS-Fli block	INS-1E GSIS act	FN deposit inh	PAX8 reporter	CFTR F508del cor	DENV2 CPE rescue	miR-122 sensor
COc1ccccc1N1CCN(c2ncnc3sc(C(=O)NCC4CCCO4)c(C)c23)CC1 (stereo not drawn)	x	3	2	28	2.8	12	-1
O=C(OCC(=O)N1CCN(S(=O)(=O)c2ccccc2)CC1)C1CCC1	-4	x	x	-5	-0.2	0	-8
CCCCn1nc(NC(=O)CCC)c2cc3cc(OC)ccc3nc21	13	19	0	-92	-2.6	-6	7
O=C(N/N=C/c1cccc2nccnc12)c1ccncc1	-2	-3	0	10	x	6	4
COc1ccc([C@H]2N[C@]3(CCCN(Cc4ccco4)C3=O)[C@H]3C(=O)N(C)C(=O)[C@@H]23)cc1	-13	x	-11	1	3.6	91*	9
N#Cc1ccc(Cl)cc1NC(=O)CSc1cccc[n+]1[O-]	17	0	3	24	-2.2	-2	x
COc1ccc(Br)c(C(=O)OCC(=O)NC2CCCCCC2)c1	-3	-18	3	10	0.2	-1	x
CCOC(=O)c1c(-c2cccs2)csc1NC(=O)CCCC(=O)O	9	20	x	x	0.3	8	0
COc1ccccc1NCC(=O)N1CCN(S(=O)(=O)c2ccccc2)CC1	9	2	-1	14	2.6	1	-9
O=C(NC1CCCc2ccccc21)c1ccc2c(c1)OCO2 (stereo not drawn)	-1	-7	x	-6	-3.6	-1	7
Cc1nnc(SCC(=O)NC2CCCCCC2)n1C(C)C	2	-4	-1	7	-0.9	-14	x
O=C(c1cccnc1)N(Cc1ccccc1)c1ccccc1	-1	117*	x	x	-2.1	x	-8
C[C@@H]1CCCCO[C@@H](CN(C)C(=O)Nc2cccc3ccccc23)[C@H](C)CN([C@H](C)CO)C(=O)c2cc(NC(=O)c3ccccc3)ccc2O1	-15	45	9	3	1.8	6	-16[16.7 µM]
Cc1sc2nc(CN3CCOCC3)[nH]c(=O)c2c1-c1ccccc1	x	14	9	5	x	x	x
CN1CCCN(C(=O)/C=C/c2ccc(F)cc2)CC1	x	3	-3	-21	x	x	x
O=S(=O)(Nc1ccccc1OC(F)F)c1ccc(S(=O)(=O)N2CCCC2)cc1	3	-16	4	5	2.2	-8	3
CCN(CC)C(=O)C1=C(C)N(Cc2ccc(OC)cc2)C(=O)C(CC(=O)NC2CCCCC2)C1 (stereo not drawn)	1	-12	11	10	0.3	u	-5
CC(C)NC[C@H](O)COc1cccc2[nH]ccc12	-16	x	0	-9	0.3	-9	1
CC(C)(C)c1ccc(S(=O)(=O)NCC(=O)N2CCN(C(=O)c3ccco3)CC2)cc1	x	1	-1	x	x	x	-5
COCC#Cc1ccc2c(c1)O[C@H](CN(C)C(=O)Nc1ccc(OC)cc1)[C@H](C)CN([C@H](C)CO)S2(=O)=O	7	-11	-2	x	0.2	u	31[16.7 µM]
O=C(C[n+]1ccccc1)N/N=C/c1ccco1	-9	7	5	-7	2.2	0	-1
COC(=O)[C@]12C[C@H](CC(=O)N3CCSCC3)C(=O)N(Cc3ccccc3)C1=C[C@H](C(C)C)O[C@@H]2C1CC1	-3	x	0	-12	0.7	u	x
CCN(C)C1CN(Cc2cn(Cc3ccccc3)nn2)S(=O)(=O)C1 (stereo not drawn)	1	26	13	-6	-1.5	21*	x
COc1cccc(C2C(C(=O)c3cccs3)=C(O)C(=O)N2c2cc(C)on2)c1 (stereo not drawn)	x	x	5	14	x	x	4
